CBFb-RUNX1 inh: qHTS Assay for Compounds Blocking the Interaction Between CBF-beta and RUNX1 for the Treatment of Acute Myeloid Leukemia; AlphaScreen CBFb-His/RUNX1-biotin binding, biochemical; Potency, µM (top dose mostly 59.8 µM), inactives show at the top dose activity, negative = inhibition, hits mostly inhibitors; 230,000 tested, under 10 active; also: % of control where 0% means no effect
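CBF-beta (His) and RUNX1 (biotin), 30 nM each; 20 min preassociation; + compound, 15 min; + beads 50 ng each (Ni, streptavidin), 90 min; RT; AlphaScreen read.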
Epigenetic reg: Quantitative High-Throughput Screen for Regulators of Epigenetic Control; AID 1865, 2009; murine LDR cells, GFP reporter derepression, 30 h; 280,000 tested, 0.2% active; Potency, µM (top dose mostly 53.9 µM), without a hit: at the top dose GFP activation, hits mostly activators; also: potency is read from the fitted curve at half-maximal effect; % of control where 0% means no effect; nearly all actives have a fitted effect of over 60% in size
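Murine LDR cells bearing a silenced CMV-driven GFP reporter were exposed to compound for 30 h at 37 C. After PBS washes, GFP-positive cells (20-120 um objects) counted by laser-scanning microplate cytometry.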
GLA spleen mod: qHTS Assay for Inhibitors and Activators of Human alpha-Galactosidase From Spleen Homogenate; human spleen homogenate, 4MU-alpha-Gal fluorescence, 40 min; Potency, µM (highest dose often 80 µM), for inactives: at the highest dose activity change, negative = inhibition, usual class: inhibitors; 240,000 tested, 0.008% active;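 also: potency is read from the fitted curve at half-maximal effect; 0% = enzyme with vehicle and -100% = no enzyme basal signal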
Target sequence (P06280 32-429 limits assumed): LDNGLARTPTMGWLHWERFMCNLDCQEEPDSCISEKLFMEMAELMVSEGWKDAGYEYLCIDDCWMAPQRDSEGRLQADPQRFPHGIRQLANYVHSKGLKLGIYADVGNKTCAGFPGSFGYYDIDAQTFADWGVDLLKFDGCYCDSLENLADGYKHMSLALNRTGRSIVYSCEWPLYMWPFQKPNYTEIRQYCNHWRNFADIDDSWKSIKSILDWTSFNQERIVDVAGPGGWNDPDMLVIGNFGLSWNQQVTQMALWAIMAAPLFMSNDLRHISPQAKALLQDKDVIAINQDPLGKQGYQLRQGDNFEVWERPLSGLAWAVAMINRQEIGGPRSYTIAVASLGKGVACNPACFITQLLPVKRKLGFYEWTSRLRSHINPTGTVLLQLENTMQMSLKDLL
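Human spleen homogenate (1 ug) as enzyme source, 4-methylumbelliferyl-alpha-D-galactopyranoside 1 mM final, citrate/phosphate pH 5.0 with 0.01% Tween-20. Compounds 40 min at 37C, NaOH/glycine stop; fluorescence Ex 365/Em 440, Hill-fit AC50.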
KinaseGlo FLuc: Counterscreen for Luciferase (Kinase-Glo TM) Inhibition | 200,000 tested, 0.28% active | Luciferin 4-monooxygenase (Photuris pensylvanica), Q27757 | Potency, µM (highest dose often 38.3 µM), for inactives: at the top dose activity change, negative = inhibition, most hits filed as inhibitors | Kinase-Glo luciferase, ATP luminescence, 8 min; also: potency is read from the fitted curve at half-maximal effect; % is scaled to controls: 0 for no effect and ±100 for the full control effect; nearly all actives have a fitted effect of over 60% in size
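Light output from Kinase-Glo luciferase with luciferin and 10 uM ATP in 50 mM imidazole pH 7.2, KCl, MgCl2, Tween 20, BSA; compound pin-delivered, 8-min ambient incubation, then luminescence read.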
LMNA splice mod: qHTS Assay for Modulators of Lamin A Splicing. HeLa LMNA splicing GFP/RFP minigene ratio, 48 h. Potency, µM (series often up to 46.1 µM), for the others: at the top dose ratio change, negative = inhibition, hits mostly inhibitors. 200,000 tested, 0.01% active. AID 1487, 2009; active = well fitted inhibition curve with a large enough effect in the signal ratio, with a control signal flat, not every such curve was filed as active; inconclusive = small, poorly fitted or top-dose-only effect, or effect the other way, or a change in a side signal; the % refers to the signal ratio; also: potency is read from the fitted curve at half-maximal effect; % is scaled to controls: 0 for no effect and ±100 for the full control effect
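Read-out is the ratio of GFP to DsRed2 object intensity, acquired by 488 nm laser-scanning cytometry on HeLa lamin A-EGFP minigene reporter cells. Compound incubation 48 hrs at 37 °C in Opti-MEM with 2% FBS; DMSO 0.5% final.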
IMPase Li inh: qHTS Assay for Identifying the Cell-Membrane Permeable IMPase Inhibitors: Potentiation with Lithium; CHO-M1 cells, IP1 TR-FRET (IP-One), carbachol + lithium; AID 1457, 2008; 210,000 tested, 0.35% active; Potency, µM (doses to about 59.4 µM), for the others: top-dose activity, negative = IMPase inhibition, usual class: inhibitors;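 also: IP1 builds up when IMPase is blocked and the TR-FRET signal falls; potency is read from the fitted curve at half-maximal effect; plate controls were basal vehicle for no effect and high inhibitor control for full effect; nearly all actives have a fitted effect of over 50% in size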
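CHO cells stably expressing M1 receptor (2000/well, cultured 16–30 h) treated 30 min at 37C with compound plus low lithium. Cytosolic IP1 by TR-FRET (665/620 ratio and 620 channel) after 10 min lysis; AC50 by Hill fit.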
NPSR antagonist: qHTS Assay for Antagonists of the Neuropeptide S Receptor: cAMP Signal Transduction | CHO-NPSR cells, cAMP TR-FRET, antagonist mode | Potency, µM (series often up to 38.3 µM), for the others: at the top dose activity change, negative = inhibition, most hits filed as inhibitors | Q6W5P4 | 220,000 tested, 1% active; also: potency is read from the fitted curve at half-maximal effect; % is scaled to controls: 0 for no effect and ±100 for the full control effect; nearly all actives have a fitted effect of over 50% in size; many of its hits are not listed in these tables
Target sequence (Q6W5P4 whole entry, looked up): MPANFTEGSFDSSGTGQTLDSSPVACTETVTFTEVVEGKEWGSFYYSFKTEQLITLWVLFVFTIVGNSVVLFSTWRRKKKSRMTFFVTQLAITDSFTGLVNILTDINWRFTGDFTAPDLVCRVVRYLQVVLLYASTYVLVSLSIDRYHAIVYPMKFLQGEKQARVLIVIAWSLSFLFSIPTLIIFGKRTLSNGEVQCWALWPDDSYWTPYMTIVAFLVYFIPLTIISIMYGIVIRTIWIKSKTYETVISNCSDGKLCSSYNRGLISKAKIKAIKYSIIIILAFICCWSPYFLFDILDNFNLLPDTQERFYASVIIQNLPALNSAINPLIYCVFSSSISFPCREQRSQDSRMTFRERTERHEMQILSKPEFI
An asterisk follows results filed as active; ? = inconclusive; · = no result given; [ ] = dose if it differs, or a comment. Unless noted, calls follow the shape of the dose curve; as a rule, active = well fitted curve in the direction sought with a large enough effect; inconclusive = small, poorly fitted or top-dose-only effect, or another doubt; inactive = no such curve, though single readings can be large; an effect the other way counts as inactive or inconclusive. Not all compounds are listed. The share of hits here may be higher or lower than overall.

SMILES	CBFb-RUNX1 inh	Epigenetic reg	GLA spleen mod	KinaseGlo FLuc	LMNA splice mod	IMPase Li inh	NPSR antagonist
CON(c1nc(Cl)nc(N(C)C)n1)S(=O)(=O)c1ccccc1Cl	7%	0.9%	12%	1%	11%	-7%[38.3 µM]	-2%[46.1 µM]
O=C(CCCC1=NS(=O)(=O)c2ccccc2N1)N1CCN(c2ccccc2)CC1	1%	-1.2%	4%	-1%	3%	6%[38.3 µM]	-8%[46.1 µM]
COCCSc1ccccc1C(=O)Nc1ccc(Br)cc1	7%	-1.2%	0%	1%	·	21%	-18%
CN(C)S(=O)(=O)c1ccc(C(=O)NNC(=O)C2COc3ccccc3O2)cc1 (centres undefined)	?	3.9%	11%	4%	3%[46 µM]	-7%	5%
O=C(Nc1ccccc1C(F)(F)F)N1CCN(c2ccccn2)CC1	4%	2.6%	7%	-1%	-10%[46 µM]	17%	3%
Nc1c(N2CCN(c3ccccc3)CC2)c2ccccc2oc1=O	-18%	0.0%	-8%	14%	?	16%[38.3 µM]	?
COC(=O)c1ccc(Cn2nnc3ccccc32)cc1	12%	-2.6%	-1%	·	·	·	1%
COc1cccc2sc(Nc3nc(-c4ccccn4)cs3)nc12	-26%	-1.8%	3%	·	?	·	1µM*
Cc1cccc(C(=O)Nc2ccc(C(=O)/C=C/c3cccnc3)cc2)c1	-16%	-1.1%	-2%	0%	?	10%	-41%
Cc1cc(NC(=O)CCCn2nc([N+](=O)[O-])c(Br)c2C)no1	-3%	-4.7%	5%	-3%	·	0%	10%
CCOC(=O)c1cnc2c(N=Nc3ccccc3)c(N)nn2c1N	-3%	1.2%	7%	-14%	6%	5%[38.3 µM]	-6%[46.1 µM]
Cc1ccc(C(=O)CC(=O)c2ccc(C(C)(C)C)cc2)cc1	13%	-5.0%	7%	2%	-26%[46 µM]	-5%	-10%
Cc1cc(C)nc(NC(=O)C(c2ccccc2)c2ccccc2)c1	10%	2.6%	0%	1%	-1%	13%	-22%
O=C1/C(=C\c2ccc(O)c(O)c2)N=C2CCCCCN12	0%	-2.4%	-7%	·	·	·	-3%
COC(=O)CC1C(=O)NCCN1C(=O)Nc1ccc(Cl)c(Cl)c1 (centres undefined)	20%	1.8%	5%	0%	·	-4%	8%
CCN(CCCNC(=O)C1CCCN(S(=O)(=O)c2cnc[nH]2)C1)c1ccccc1 (centres undefined)	12%	0.0%	6%	1%	-2%	29%[38.3 µM]	-6%[46.1 µM]
C=CCNc1ncnc2ccc(Br)cc12	3%	-3.0%	9%	-3%	?	-17%[38.3 µM]	-14%[46.1 µM]
COc1ccccc1NC(=S)N(Cc1ccccc1)Cc1cccs1	?	0.0%	-6%	2%	·	17%	-37%
CN(Cc1ccco1)c1ncncc1-c1cccc(C#N)c1	·	·	-19%	·	1%	23%	·
CCn1cc(C(=O)OCc2ccccc2)c(=O)c2ccc(C)nc21	5%	1.1%	1%	4%	-7%	28%[38.3 µM]	-19%[46.1 µM]
Cn1ncc(SCc2ccccc2)c(Cl)c1=O	7%	-1.7%	3%	·	·	·	-2%
N#Cc1c(N)nc(SCC(=O)NCc2ccc3c(c2)OCO3)c(C#N)c1-c1cccs1	0%	-0.1%	-3%	-1%	2%	-1%[38.3 µM]	0%[46.1 µM]
COc1cccc(C2C(C(=O)c3cccs3)=C(O)C(=O)N2c2cc(C)on2)c1 (centres undefined)	-1%	1.0%	-13%	7%	18%	10µM*	3%[46.1 µM]
CCc1nnc(NC(=O)C2CCCN(S(=O)(=O)c3ccccc3)C2)s1 (centres undefined)	5%	-1.0%	7%	-2%	-3%	25%[38.3 µM]	-13%[46.1 µM]
Cc1cc(C)cc(OCC(=O)Nc2ccc(F)cc2)c1	3%	-1.2%	15%	-5%	9%	15%[38.3 µM]	-15%[46.1 µM]

A draw from above in order of molecular weight, low to high:
SMILES	CBFb-RUNX1 inh	Epigenetic reg	GLA spleen mod	KinaseGlo FLuc	LMNA splice mod	IMPase Li inh	NPSR antagonist
Cc1cccc(C(=O)Nc2ccc(C(=O)/C=C/c3cccnc3)cc2)c1	-16%	-1.1%	-2%	0%	?	10%	-41%
COc1ccccc1NC(=S)N(Cc1ccccc1)Cc1cccs1	?	0.0%	-6%	2%	·	17%	-37%
CON(c1nc(Cl)nc(N(C)C)n1)S(=O)(=O)c1ccccc1Cl	7%	0.9%	12%	1%	11%	-7%[38.3 µM]	-2%[46.1 µM]

One compound at a time, from the list above.
C=CCNc1ncnc2ccc(Br)cc12 across the screens: CBFb-RUNX1 inh = 3%; Epigenetic reg = -3.0%; GLA spleen mod = 9%; KinaseGlo FLuc = -3%; LMNA splice mod = ?; IMPase Li inh = -17%[38.3 µM]; NPSR antagonist = -14%[46.1 µM]
Cn1ncc(SCc2ccccc2)c(Cl)c1=O across the screens: CBFb-RUNX1 inh = 7%; Epigenetic reg = -1.7%; GLA spleen mod = 3%; KinaseGlo FLuc = ·; LMNA splice mod = ·; IMPase Li inh = ·; NPSR antagonist = -2%

Following part:
SMILES	CBFb-RUNX1 inh	Epigenetic reg	GLA spleen mod	KinaseGlo FLuc	LMNA splice mod	IMPase Li inh	NPSR antagonist
COc1cc(NC(=O)C2CCC(CNc3c(N4CCC(C)CC4)c(=O)c3=O)CC2)cc(OC)c1 (centres undefined)	2%	-1.2%	-2%	3%	-21%	-6%[38.3 µM]	-16%[46.1 µM]
CN1CCCN(C(=O)/C=C/c2ccc(F)cc2)CC1	-2%	-0.9%	1%	1%	-4%	8%	11%
Cc1sc2nc(CN3CCOCC3)[nH]c(=O)c2c1-c1ccccc1	7%	-1.9%	0%	1%	3%	-13%	-7%
CC(=O)OC1CSc2nc3ccccc3n2C1 (centres undefined)	13%	-1.2%	7%	-4%	3%	-8%	1%[46.1 µM]
CC(=O)C1=C(O)C(=O)N(c2ccc(C(=O)O)cc2)C1c1ccccc1 (centres undefined)	-1%	-1.2%	3%	-1%	7%	-16%[38.3 µM]	2%[46.1 µM]
CC(C)(C)c1ccc(S(=O)(=O)NCC(=O)N2CCN(C(=O)c3ccco3)CC2)cc1	5%	0.0%	-3%	0%	-10%	25%[38.3 µM]	5%[46.1 µM]
O=C(C[n+]1ccccc1)N/N=C/c1ccco1	-12%	-1.1%	-13%	-2%	15%[46 µM]	1%	3%
CCOC(=O)c1c(-c2cccs2)csc1NC(=O)CCCC(=O)O	1%	-0.9%	8%	-1%	10%[0.0737 µM]	10µM*	-12%[46.1 µM]
O=C(NC1CCCc2ccccc21)c1ccc2c(c1)OCO2 (centres undefined)	-3%	1.0%	17%	-7%	·	10%	-11%
CC(C)N1CCC2(CC1)C(C#N)=C(N)NC(S)=C2C#N	-8%	-0.9%	2%	·	?	·	3%[46.1 µM]
O=C(c1cccnc1)N(Cc1ccccc1)c1ccccc1	0%	-1.0%	11%	0%	3%	10%[38.3 µM]	-9%[46.1 µM]
CSCCC(NC(=O)OCc1ccccc1)C(=O)O (centres undefined)	-4%	-1.2%	-2%	5%	-6%	8%	5%[46.1 µM]
COc1cc(C2c3c(oc4cc(C)c(C)cc4c3=O)C(=O)N2c2cc(C)ccn2)ccc1O (centres undefined)	5%	-0.9%	4%	5%	-3%	5%	-18%[46.1 µM]
O=C(N/N=C/c1cccc2nccnc12)c1ccncc1	·	-1.0%	4%	·	·	·	7%
COC(=O)CC(=O)Cc1nc(N)nc(Nc2ccc(C)c(C)c2)n1	-8%	0.1%	-5%	0%	-4%	-18%	0%[46.1 µM]
CC(=O)c1ccc(NC(=O)c2ccc3nc(-c4ccco4)c(-c4ccco4)nc3c2)cc1	?	3.7%	-1%	-4%	7%	12%[38.3 µM]	-7%[46.1 µM]
Cc1c(O)c(=O)ccn1Cc1ccccc1	8%[13.1 µM]	0.8%[10.1 µM]	1%[17.5 µM]	-9%	0%	0%	6%
COc1ccc(CN2CCN(c3cc(C)nc4c5c(C)cc(C)nc5nn34)CC2)cc1F	0%	3.2%	13%	3%	-7%	6%[38.3 µM]	-5%[46.1 µM]
Cc1ccc(-n2nc3c(Cl)nnc(C)c3c2C)cc1	2%	0.0%	2%	14%	7%	4%	4%
CC(=O)Nc1cc2c(cc1C(=O)c1ccccc1)OCCO2	12%	-0.3%	8%	0%	4%	-5%[38.3 µM]	-5%[46.1 µM]
CCOc1ccc(C(OC(=O)c2ccco2)C(=O)NCc2ccc(C)cc2)cc1 (centres undefined)	-4%	3.6%	6%	-4%	2%	0%[38.3 µM]	-25%[46.1 µM]
O=C(CCCn1cc([N+](=O)[O-])cn1)N1CCCCC1	19%	-1.2%	1%	2%	·	2%	-5%
Cc1ccc(S(=O)(=O)N2CCN(C(=O)CCC(=O)OCC(=O)Nc3cccc(C#N)c3)CC2)cc1	6%	1.8%	-1%	1%	-8%	-17%[38.3 µM]	-28%[46.1 µM]
COCCN=C1OC(=O)N2C(=O)C3=C4C(C[C@H]5C(=O)N(c6ccccc6)C(=O)[C@H]5[C@H]4[C@@]12Cc1ccccc1)[C@H]1C(=O)N(c2ccccc2)C(=O)[C@H]1[C@H]3C (some centres undefined)	-1%	0.4%	3%	-4%	·	3%	·
CSc1oc(-c2ccc(F)cc2)nc1S(=O)(=O)c1ccccc1	-1%	-1.0%	4%	3%	-2%	-1%	-34%
CN1Cc2ccccc2CC1CNCc1c(C(=O)N2CCCC2)nc2ccccn12 (centres undefined)	1%	-1.9%	0%	6%	·	16%	-27%
O=C(CSc1ncnc2c1cnn2CCc1ccccc1)Nc1ccc(F)cc1	-9%	2.3%	14%	0%	8%	-3%[38.3 µM]	-19%[46.1 µM]

3 successive compounds from above, for reference:
SMILES	CBFb-RUNX1 inh	Epigenetic reg	GLA spleen mod	KinaseGlo FLuc	LMNA splice mod	IMPase Li inh	NPSR antagonist
CSc1oc(-c2ccc(F)cc2)nc1S(=O)(=O)c1ccccc1	-1%	-1.0%	4%	3%	-2%	-1%	-34%
CN1Cc2ccccc2CC1CNCc1c(C(=O)N2CCCC2)nc2ccccn12 (centres undefined)	1%	-1.9%	0%	6%	·	16%	-27%
O=C(CSc1ncnc2c1cnn2CCc1ccccc1)Nc1ccc(F)cc1	-9%	2.3%	14%	0%	8%	-3%[38.3 µM]	-19%[46.1 µM]
